DENV2 CPE – protects cells from dengue virus 2 cytopathic effect; DENV2-infected cells, cytopathic effect rescue, plate reader; CPE inhibition, % at 9.99 µM; actives 1.7% (n = 350,000); AID 651640; in the data active = CPE inhibition above about 20%, passing the limit was not always enough; inconclusive = no clear call, values can overlap the other calls; tested in BHK-21 cells;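 note: 0% = median of neutral control wells and 100% = median of positive control wells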
Casp6 inh – inhibitors of human caspase-6. actives 0.53% (n = 350,000). AID 686996. inhibition, % at 12.5 µM. purified caspase-6, Z-VEID-R110 cleavage fluorescence;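 active = mean inhibition across replicates at least about 35%, with every replicate also reaching that limit, limit read from the data; inconclusive = only one of the two criteria met; inactive = neither criterion met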;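 note: 0% = median of neutral control wells and 100% = no fluorescence left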
Target sequence (P55212 24-179 limits assumed): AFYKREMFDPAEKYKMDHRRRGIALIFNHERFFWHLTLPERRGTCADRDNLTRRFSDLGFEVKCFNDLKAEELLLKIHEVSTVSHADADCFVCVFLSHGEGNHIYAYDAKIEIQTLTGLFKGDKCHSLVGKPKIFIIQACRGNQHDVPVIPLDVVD
Target sequence (P55212 194-293 limits assumed): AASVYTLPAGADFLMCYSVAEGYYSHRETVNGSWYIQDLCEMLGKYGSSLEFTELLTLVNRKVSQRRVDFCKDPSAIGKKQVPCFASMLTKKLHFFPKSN
LGR2 antag – Drosophila LGR2 receptor signaling inhibition; HEK293 LGR2, CRE-luciferase, bursicon-stimulated, 4 h; inhibition, % at 9.99 µM; actives 0.35% (n = 380,000); AID 720647;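 active = drop in luminescence signal, shown as inhibition above about 50% in the replicate tests, limit read from the data, passing the limit was not always enough; inconclusive = probably only some replicates passing the limit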;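 note: agonist challenge used bursicon conditioned medium at about half maximal strength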
ARNT-TACC3 inh – disrupts binding between human ARNT and TACC3. AlphaScreen His-ARNT PAS-B/GST-TACC3 binding, luminescence; TACC3 fragment carries E629A point mutation. inhibition, % at 9.99 µM. actives 0.66% (n = 390,000);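 active = mean inhibition of replicates at least 50% and at least half of replicates each reaching 50%; inconclusive = half or more replicates reach 50% but mean below 50%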;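 note: 0% = complete ARNT plus TACC3 wells and 100% = ARNT alone without TACC3; many hits fall short of the cut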
PAX8 reporter – inhibitors of PAX8 transcriptional activity in RMG-I cells | inhibition, % at 12.6 µM | AID 652154 | actives 1.2% (n = 360,000) | RMG-I TPO-luciferase reporter, SteadyGlo, 24 h;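 active = mean replicate inhibition at least 60% with every replicate also reaching 60%; inconclusive = only one of the two criteria is met; inactive = mean below 60% and not all replicates reaching 60%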;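 note: luciferase light reporting Pax8 driven TPO promoter activity; plate controls were median of neutral control wells for no effect and mitoxantrone controls for full effect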
SIRT5 block – blocks human SIRT5 desuccinylation of peptide | Q9NXA8 | AID 652115 | Purified SirT5, succinyl-peptide AMC, trypsin-coupled fluorescence | actives 1.1% (n = 330,000) | inhibition, % at 15 µM; in the data active = inhibition above about 15%; inconclusive = no clear call, values can overlap the other calls
Target sequence (Q9NXA8 whole entry, looked up): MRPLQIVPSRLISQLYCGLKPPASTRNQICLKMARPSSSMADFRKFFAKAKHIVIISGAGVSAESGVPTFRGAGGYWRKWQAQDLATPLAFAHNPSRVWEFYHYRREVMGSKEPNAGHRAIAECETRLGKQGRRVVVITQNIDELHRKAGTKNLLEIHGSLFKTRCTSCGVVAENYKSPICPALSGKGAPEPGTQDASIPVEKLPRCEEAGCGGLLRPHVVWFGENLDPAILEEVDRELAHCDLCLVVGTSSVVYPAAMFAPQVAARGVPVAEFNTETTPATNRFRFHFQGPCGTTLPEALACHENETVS
EWS-Fli block – EWS/Fli transcriptional activity inhibition | A673 NR0B1-luciferase reporter, viability-normalised | inhibition, % at 12.6 µM | actives 0.67% (n = 350,000);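 active = mean inhibition of at least 50% after viability correction, with every replicate also passing that limit; inconclusive = mean reaches 50% but only one of two replicates passes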;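 note: firefly luciferase signal divided by Alamar Blue viability fluorescence both relative to DMSO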
Active calls of the source: *; ? = inconclusive; . = not tested or not shown; & = joins results of further samples. The order is random; any-hit rate near 4.9%.

Start of the listing, in advance (5 entries):
SMILES	DENV2 CPE	Casp6 inh	LGR2 antag	ARNT-TACC3 inh	PAX8 reporter	SIRT5 block	EWS-Fli block
COc1ccc(-c2ccc3c(c2)O[C@H](CN(C)CC2CCOCC2)[C@@H](C)CN([C@H](C)CO)S3(=O)=O)cc1	-8	-2	-16	-2	.	9	-4
O=C(N[C@@H]1C[C@@H]2O[C@@H](CO)CC[C@@H]2O[C@@H]1CCc1ccc(-c2cccnc2)cc1)c1cccc(F)c1	12	-3	.	.	-3	2	6
Cc1ccc(S(=O)(=O)N2CCOCC2)cc1C(=O)OCC(=O)NC1CCCC1	1	2	-8	-1	-11	-2	1
CCC(Oc1ccccc1)C(=O)OCC(=O)Nc1sccc1C(N)=O (configuration not stated)	-4	6	-4	-4	-2	1	4
O=C(CSc1nnc(NC(=O)C2CC2)s1)NCc1cccs1	13	-1	40	-2	7	-4	4

The list itself, from the start:
SMILES	DENV2 CPE	Casp6 inh	LGR2 antag	ARNT-TACC3 inh	PAX8 reporter	SIRT5 block	EWS-Fli block
COc1ccc(-c2ccc3c(c2)O[C@H](CN(C)CC2CCOCC2)[C@@H](C)CN([C@H](C)CO)S3(=O)=O)cc1	-8	-2	-16	-2	.	9	-4
O=C(N[C@@H]1C[C@@H]2O[C@@H](CO)CC[C@@H]2O[C@@H]1CCc1ccc(-c2cccnc2)cc1)c1cccc(F)c1	12	-3	.	.	-3	2	6
Cc1ccc(S(=O)(=O)N2CCOCC2)cc1C(=O)OCC(=O)NC1CCCC1	1	2	-8	-1	-11	-2	1
CCC(Oc1ccccc1)C(=O)OCC(=O)Nc1sccc1C(N)=O (configuration not stated)	-4	6	-4	-4	-2	1	4
O=C(CSc1nnc(NC(=O)C2CC2)s1)NCc1cccs1	13	-1	40	-2	7	-4	4
C/C=C/c1ccc2c(c1)O[C@H](CN(C)C(=O)c1ccncc1)[C@H](C)CN([C@H](C)CO)S2(=O)=O	10	-5	8	-7	-13	1	6
COC(=O)c1ccc(COc2cccn3c(N(C)C(=O)CCC4CCCC4)c(C)nc23)cc1	-7	8	1	.	4	1	2
Cc1ccc(CN(Cc2ccco2)C(=S)NCC(=O)NC2CC2)cc1	-4	1	23	-1	7	.	7
C[C@H]1CN([C@@H](C)CO)C(=O)c2cccc(NS(=O)(=O)c3ccc(F)cc3)c2O[C@H]1CN(C)S(C)(=O)=O	3	0	-5	-2	.	-1	1
C[C@H](O)C#Cc1ccc2c(c1)O[C@H](CN(C)C)[C@H](C)CN([C@@H](C)CO)S2(=O)=O	8	-1	23	-2	-11	-5	0
OC(c1ccc(-c2ccccc2)cc1)c1ncc(-c2ccccc2)[nH]1 (configuration not stated)	0	3	17	.	-8	0	-2
COc1ccc2ccccc2c1C1CC(=O)N2CN(C3CCCCC3)CSC2=C1C#N (configuration not stated)	3	11	-5	10	7	17*	4
Nc1ccc(-c2cc(NC=O)c3ncc(-c4cccc(C(F)(F)F)c4)n3c2)cn1	15	-1	2	.	-2	-4	-2
CCCN(C(=O)CCOc1ccc(C(C)(C)C)cc1)c1c(N)n(Cc2ccccc2)c(=O)[nH]c1=O	-2	-3	4	1	2	-2	15
CCN1C(=O)C(CC(=O)Nc2ccc(OC)cc2)N(Cc2ccc(OC)c(OC)c2)C1=S (configuration not stated)	-4	-1	4	.	-12	1	21
Cc1cc(C)c(C#N)c(SCc2[nH]nc3c2C(c2ccccc2)C(C#N)=C(N)O3)n1 (configuration not stated)	-2	9	-6	5	.	1	3
CC(C)NC(=O)N(C)C[C@H]1Oc2ccc(NC(=O)Nc3ccc(F)cc3)cc2CC(=O)N([C@H](C)CO)C[C@@H]1C	3	0	-3	-2	6	4	-5
COc1ccc(OC(=O)COc2ccc(Cl)cc2)cc1	-1	-1	-10	-13	-6	-2	11
CCOC(=O)C1=C(CS(=O)(=O)c2ccc(C)cc2)NC(=O)NC1c1cc(OC)c(O)c(OC)c1 (configuration not stated)	37*	0	12	2	-7	-7	.
O=C(Nc1ccc(Cl)cn1)C1CC1	1	-4	-3	.	-11	-1	5
CCOC(=O)c1nn(C)c2[nH]c(=O)n(C)c(=O)c12	-2	2	-1	-3	-11	.	-69
COc1ccc(CCNC(=O)CSc2ccccn2)cc1	-2	-1	14	11	-13	-1	-6
CC=Cc1ccc2n(c1=O)C[C@@H]1[C@@H](CO)[C@H](C(=O)NC3CCCC3)N(CCC)[C@H]21 (mixture of isomers)	?	1	-7	.	.	15*	-5
C[C@@H]1CN([C@H](C)CO)C(=O)c2cc(NC(=O)c3ccncc3)ccc2O[C@@H](C)CCCCO[C@H]1CN(C)C(=O)Nc1ccc(C(F)(F)F)cc1	-3	2	9	-1	-17	8	9
C[C@@H]1CN([C@H](C)CO)C(=O)c2cc(NC(=O)Nc3ccc4c(c3)OCO4)ccc2O[C@H]1CN(C)CC1CCCCC1	2	0	-6	-3	3	5	0
CCCCN(C(=O)c1cccc(S(=O)(=O)N2CCN(C)CC2)c1)c1c(N)n(CCC)c(=O)[nH]c1=O	4	7	9	-2	13	-2	-4
C=CCOc1ccc(/C=N/NC(=O)c2c(C)nc3ccc(Cl)cn23)cc1	3	-5	-12	-6	7	-3	-13
N#C[C@H]1[C@H](c2ccc(C3=CCCCC3)cc2)[C@H](CO)N1C(=O)NC1CCCCC1	-2	2	-19	-10	2	7	0
NC(Cc1ccc(Cl)cc1)c1csc(Nc2ccc(C(=O)c3ccccc3)cc2)n1 (configuration not stated)	16	1	-1	.	19	.	35
C[C@@H]1CN([C@@H](C)CO)C(=O)c2cc(C3=CCCC3)cnc2O[C@@H]1CN(C)C(=O)c1cccnc1	2	3	-12	-1	-7	-10	-1
COc1ccc(NC(=O)N(C)C[C@@H]2Oc3cc(-c4ccncc4)ccc3S(=O)(=O)N([C@@H](C)CO)C[C@@H]2C)cc1	-9	0	-7	2	.	-3	4
O=C(CC(C(=O)O)c1cccc(Cl)c1)c1ccccc1 (configuration not stated)	-3	1	-3	-16	8	-1	13
COc1ccccc1Oc1ccc(NC(=O)Cc2ccccc2)cc1	-10	3	.	.	-27	-2	-51
CN(C)S(=O)(=O)c1cccc(NC(=O)CCc2nc3sc4c(c3c(=O)[nH]2)CCCC4)c1	-7	-4	13	4	5	-2	-6
COc1ccc(C(=O)Nc2cc(C(C)=O)c(C)oc2=O)cc1	11	2	-29	-2	-29	0	-21
CO[C@H]1CN(C)C(=O)c2cc(NC(=O)C3CCC3)ccc2OC[C@H](C)N(CC2CCCCC2)C[C@@H]1C	1	2	16	-4	9	-1	0
C[C@@H]1CN([C@H](C)CO)C(=O)CCCn2cc(nn2)CO[C@H]1CN(C)S(=O)(=O)c1ccc(C#N)cc1	-3&18	-2&-1	-3	-2	-8&-6	-2&1	-8&2
CC(C)COP(=O)(CNC(=O)CN1C(=O)c2ccccc2S1(=O)=O)OCC(C)C	.	.	5	-6	-28	.	.
C[C@@H]1C=C[C@](Cc2ccccc2)(C(=O)NCC2CC2)N1C(=O)c1ccccc1	-21	1	.	-5	-124	3	-65
Cc1c(NC(=S)SCc2ccccc2)c(=O)n(-c2ccccc2)n1C	2	-2	.	-22	0	1	-2
COc1ccccc1CNC(=O)COC(=O)Cc1ccc(Cl)cc1	-1	-5	.	33	7	-1	0
CC(=O)Oc1ccc(Cn2c(C)c(C(=O)N(C)Cc3ccc(F)cc3)sc2=O)cc1	0	0	0	.	20	.	-7
C[C@@H]1CN([C@@H](C)CO)C(=O)Cc2cc(NS(=O)(=O)c3cccs3)ccc2O[C@H]1CN(C)Cc1ccc(Cl)c(Cl)c1	1	-2	31	16	.	10	59*
COc1ccc(C(=O)N/N=C2\CCc3ccccc32)cc1OC	-4	0	-17	2	-16	8	-8
CN(C)c1cccc(C(=O)N/N=C/c2ccoc2)c1	12	5	-17	-9	-65	0	-19
C[C@@H]1CCCCO[C@H](CN(C)S(=O)(=O)c2cccs2)[C@H](C)CN([C@H](C)CO)C(=O)c2cc(N(C)C)ccc2O1	13	0	10	12	3	1	-1
CN1CCN(C(=O)C(Cc2ccccc2)NS(=O)(=O)c2ccc3c(c2)CCC(=O)N3)CC1 (configuration not stated)	12	0	-4	-1	3	.	1
COc1ccc(S(=O)(=O)Nc2ccc3c(c2)C(=O)N([C@H](C)CO)C[C@@H](C)[C@H](CN(C)S(=O)(=O)c2ccc(C)cc2)OCCCC[C@H](C)O3)cc1	2	-2	13	32	?	11	13
O=C(NCc1ccccc1)c1cc(-c2cccc(O)c2)on1	2	-4	-24	0	-87	1	-37
CCOC(=O)C1CCCN(Cc2cc(=O)oc3cc(C)ccc23)C1 (configuration not stated)	-4	-2	-6	-3	-47	-3	-12

(more compounds)
SMILES	DENV2 CPE	Casp6 inh	LGR2 antag	ARNT-TACC3 inh	PAX8 reporter	SIRT5 block	EWS-Fli block
S=C(c1ccc(-c2cccc(Cl)c2)o1)N1CCOCC1	3	4	-43	33	.	-1	-72
N#CC(=C=[N-])c1nc2ccccc2nc1-[n+]1cccc(NC(=O)c2ccccc2)c1	0	0	17	-27	-7	-2	-12
CCOC(=O)[C@]12CCCC=C1N(Cc1ccc(Cl)cc1Cl)C(=O)[C@H](CC(=O)NCCC(C)C)C2	-1	-3	18	.	10	.	6
CN(C)C(=O)c1cccc(-c2ccc([C@H]3[C@H]4CN(C(=O)CC5CC5)CC(=O)N4[C@H]3CO)cc2)c1	21*	-1	21	.	.	1	.
COC(=O)c1sccc1NC(=O)c1cccs1	-4	0	-12	-15	5	.	21
Cc1ccc2cc(/C=N/NC(=O)[C@H](C)NC(=O)OC(C)(C)C)c(Cl)nc2c1	.	.	-7	-3	2	.	.
CN(C)S(=O)(=O)c1cc(NC(=O)CN2CCNC(=O)C2)ccc1Cl	.	-2	4	-12	-14	-2	-10
COCCN(C(=O)CSCC(=O)Nc1ccc(C)cc1)c1c(N)n(CC(C)C)c(=O)[nH]c1=O	6	1	-2	.	-8	-4	1
C=Cc1ccc(Cn2c(C)c(C(=O)NCc3cccc(C(F)(F)F)c3)sc2=O)cc1	57*	-4	7	.	15	.	-8
CCOc1ccc(CCN2C(=S)N([C@@H](Cc3ccc(O)cc3)CN3CCC[C@@H]3CN3C(=S)NC[C@@H]3CC(C)C)C[C@@H]2Cc2ccc(O)cc2)cc1	2	1	2	.	98*	10	34
C[C@H](O)C#Cc1ccc2c(c1)O[C@@H](CN(C)CC1CCOCC1)[C@H](C)CN([C@H](C)CO)S2(=O)=O	-2	.	-3	-11	-7	.	-6
Cc1cc(C)cc(NC(=O)Nc2ccc(NC(=O)c3ccccc3O)cc2)c1	0	0	11	3	-40	-4	13
CN(CC(=O)Nc1c(Cl)cccc1Cl)C(=O)C1CSC2(C)CCC(=O)N12 (configuration not stated)	3	-1	-5	-14	.	-2	-5
CC1(C)CC(NC(=O)COc2ccc(Br)cc2Cl)CC(C)(C)N1	11	-8	6	-1	-15	1	.
COc1ccccc1NS(=O)(=O)c1cccc(C(=O)NCc2ccncc2)c1	?	0	2	4	1	-4	-10
CCN(CC(=O)Nc1ccccc1C(F)(F)F)C(=O)c1ccc(=O)n(Cc2ccccc2)n1	1	3	-2	-8	.	-3	-2
COc1ccc2c3c(n(C)c2c1)[C@@H](CO)N(Cc1ccccc1)CC31CN(C(=O)c2ccccc2F)C1	1	0	33	.	.	1	3
O=C(Nc1ccccc1F)N[C@H]1CC[C@@H](CCNC(=O)C2CCCC2)O[C@@H]1CO	4	-1	10	5	6	-2	-7
O=[N+]([O-])c1cccc(/C=N/Nc2ccccn2)c1	-4	-3	-68	6	-61	-8	-97
Cc1ccc(-c2ccc(=O)n(CC(=O)Nc3ccc4c(c3)OCCO4)n2)cc1	-2	7	3	-10	11	20*	8
COc1ccc(N(C(=O)c2ccco2)C(C(=O)NC2CCCC2)c2ccc(OC)c(OC)c2)cc1 (configuration not stated)	-2	-2	3	3	10	-5	3
COc1ccc2cc(C(=O)C3CCCN(Cc4cnc(C)s4)C3)ccc2c1 (configuration not stated)	-2	2	-6	4	-7	-12	7
CN(CC(=O)Nc1ccc(Cl)c(Cl)c1)C(=O)/C=C/c1ccc(F)cc1	.	.	3	18	5	.	.
CN(C)C(=O)C[C@H]1CC[C@@H]2[C@H](COc3ccc(NC(=O)Nc4cccc(Cl)c4)cc3C(=O)N2C)O1	-2	-1	4	-3	-1	-2	-3

From PubChem BioAssay
